CYP2C19 inh = inhibitors of human CYP2C19. CYP2C19 Supersomes, luciferin-H EGE luminescence, 30 min. 96,000 compounds, 21% hits. P33261. inhibition, % at 5 µM;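 active = CYP2C19 inhibition above a set limit at 5 µM in the primary screen, cut at about 50% in these data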;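 also: plate controls were negative control wells for no effect and 2.5 mM tranylcypromine positive control for full effect; values of inactives mirror those of a sister screen read the other way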
CYP2C9 inh = human CYP2C9 inhibition | P11712 | CYP2C9 Supersomes, luciferin-H conversion, luminescence | inhibition, % at 5 µM | 96,000 compounds, 20% hits | AID 777;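 active = blocking of liver enzyme CYP2C9 beyond about 50% at 5 µM, limit read from the data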; also: values of inactives mirror those of a sister screen read the other way
PLAP act = activates human placental alkaline phosphatase | P05187 | purified PLAP enzyme, luminescent substrate read-out; active compounds read high | activation fold at 20 µM | 96,000 compounds, 1.2% hits | AID 696; in the data active = activation fold above about 2
MT1-MMP txn act = activates MT1-MMP transcription | HT1080 MT1-MMP promoter luciferase reporter, luminescence, overnight; active compounds read high | activation factor at 10 µM | 86,000 compounds, 0.16% hits | AID 750;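 active = activation factor of at least 2 for MT1-MMP transcription at 10 µM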
CD11b adhes inh = inhibitors of human CD11b/CD18 binding to fibrinogen. AID 1497. 93,000 compounds, 0.54% hits. K562 CD11b/CD18 adhesion to fibrinogen, ATPlite luminescence; Mn2+ added to activate the integrin. P05107+P11215. inhibition, % at 10 µM;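 active = primary inhibition of 50% or more at 10 µM, then 40% or more on retest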; also: some results filed as inactive read as strong as hits
Target sequence (P05107 whole entry, looked up, other chains not shown): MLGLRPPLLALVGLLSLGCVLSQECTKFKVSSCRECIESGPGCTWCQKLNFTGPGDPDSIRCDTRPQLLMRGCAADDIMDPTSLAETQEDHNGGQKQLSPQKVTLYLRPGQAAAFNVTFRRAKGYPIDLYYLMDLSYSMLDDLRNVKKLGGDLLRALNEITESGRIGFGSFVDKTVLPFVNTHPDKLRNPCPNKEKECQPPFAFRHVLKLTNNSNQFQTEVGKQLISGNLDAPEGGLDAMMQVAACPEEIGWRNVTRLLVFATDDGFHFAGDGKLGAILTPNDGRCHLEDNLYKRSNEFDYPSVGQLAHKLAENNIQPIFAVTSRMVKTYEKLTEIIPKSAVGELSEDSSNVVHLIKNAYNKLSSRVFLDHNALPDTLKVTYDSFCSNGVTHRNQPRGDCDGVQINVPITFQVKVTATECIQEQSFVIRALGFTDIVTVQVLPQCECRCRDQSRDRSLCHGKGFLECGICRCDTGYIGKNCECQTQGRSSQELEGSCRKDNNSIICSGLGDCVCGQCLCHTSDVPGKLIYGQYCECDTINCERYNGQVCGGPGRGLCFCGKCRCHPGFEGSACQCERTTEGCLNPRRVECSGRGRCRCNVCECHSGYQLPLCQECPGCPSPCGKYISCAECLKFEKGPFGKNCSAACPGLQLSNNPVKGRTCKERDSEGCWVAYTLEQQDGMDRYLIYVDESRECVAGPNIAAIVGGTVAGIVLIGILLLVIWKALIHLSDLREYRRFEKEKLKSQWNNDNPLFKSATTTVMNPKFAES
CYP2C19 act = cytochrome P450 2C19 (human) activation; P33261; AID 1025; activation factor at 5 µM; 96,000 tested, under 10 active; recombinant CYP2C19, luciferin-H EGE luminescence; active compounds read high; 0 = fully inhibited enzyme, 1 = untreated enzyme;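 active = activation factor of at least 2 at 5 µM in the primary screen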;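 also: 0 = wells with 2.5 mM tranylcypromine and 1 = vehicle-only wells; values of inactives mirror those of a sister screen read the other way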
Pyk2 oligo antag = antagonists of human Pyk2 oligomerization; Q14289; Q293 cells, Pyk2 FERM NanoBiT luminescence; active compounds read low; z-score (the deposit names both 25 µM and 10 µM); 99,000 compounds, 0.83% hits; AID 1347419;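 active = Z-score of -3 or lower, scaled per plate to the spread of control and sample wells; inactive = z-score above -3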;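 also: negative z-score means lost luminescence so less FERM oligomerization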
CYP2C9 activ = activators of human CYP2C9. P11712. 96,000 compounds, 1.4% hits. AID 1024. recombinant CYP2C9, luciferin-H conversion, luminescence; active compounds read high; factor 1 = untreated enzyme, 0 = blocked. activation factor at 5 µM;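 active = activation factor of 2 or more for CYP2C9 at a 5 µM dose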;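 also: 0 = sulfaphenazole-blocked wells and 1 = vehicle-only wells; values of inactives mirror those of a sister screen read the other way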
Mac1 fbg enh = increases human CD11b/CD18 adhesion to fibrinogen. P05107+P11215. K562 CD11b/CD18 adhesion to fibrinogen, ATPlite luminescence. activation, % at 10 µM. 93,000 compounds, 0.07% hits;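 active = 10 µM primary screen giving 50% or more activity, confirmed by 40% or more on retest at that dose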; also: strong numbers were not always called active; reference of the scale not given here
Active calls of the source: *; x = not tested or not shown. These rows are one share of the data; count on the stated rates, not on these rows.

#	Structure	CYP2C19 inh	CYP2C9 inh	PLAP act	MT1-MMP txn act	CD11b adhes inh	CYP2C19 act	Pyk2 oligo antag	CYP2C9 activ	Mac1 fbg enh
1	O=c1c2ccccc2nc(CSc2ncnc3nc[nH]c23)n1-c1ccccc1	-13	-19	1	1	-46	1.1	0.66	1.2	99
2	CN1/C(=C\C=Nc2ccccc2)C(C)(C)c2ccccc21	1	1	0.9	x	-2	1	-0.1	1	-3
3	CCOC(=O)c1cn2nc(OP(=S)(OCC)OCC)cc2nc1C	98*	82*	1.6	1.3	5	0	1.4	0.2	3
4	O=c1cccc2n1CC1CC2CN(S(=O)(=O)c2ccccc2)C1 (configuration not stated)	-3	-8	1	1.4	x	1	-0.62	1.1	x
5	CCN(CC)CCCN=C(C)c1c(O)n(-c2ccccc2)c(=O)[nH]c1=O	-5	-5	1.1	1.1	-3	1.1	-0.01	1.1	-2
6	CN(C(=O)c1ccco1)C1(c2ccccc2Cl)CCCCC1=O (configuration not stated)	13	-11	0.9	1.1	-4	0.9	-0.07	1.1	-2
7	COC(=O)C(C)Oc1cc(C)cc2oc(=O)c3c(c12)CCC3 (configuration not stated)	72*	92*	1.1	1.3	-8	0.3	-1.6	0.1	0
8	Fc1ccc2c(c1)nnn2C1CCN(Cc2nnnn2CCc2ccccc2)CC1	78*	95*	1.6	1.1	1	0.2	-0.37	0.1	3
9	O=P(Nc1ccccc1)(Nc1ccccc1)Oc1ccc(Cl)cc1	86*	81*	0.5	x	2	0.1	-1.8	0.2	1
10	O=C(c1cc(-c2ccccc2)nc2ccccc12)N1CCC2(CC1)OCCO2	57*	38	1.3	1.2	x	0.4	-0.44	0.6	x
11	Brc1ccc(CN2CCNCC2)s1	11	18	0.8	x	-34	0.9	2.2	0.8	1
12	COc1ccc(CCn2c(O)c(C=NCCCn3ccnc3)c(=O)[nH]c2=O)cc1OC	17	61*	1.1	1.1	-3	0.8	-0.37	0.4	-8
13	CN(CCc1ccccc1)Cc1ccccc1[N+](=O)[O-]	91*	76*	0.7	1.4	-11	0.1	0.54	0.2	-1
14	COc1cc(C(=O)Nc2ccc(Br)cc2C(=O)c2ccccc2)cc(OC)c1OC	3	39	0.9	x	-2	1	1.2	0.6	2
15	Cn1c(O)c(C(=NCCN2CCCCC2)c2ccccc2Cl)c(=O)n(C)c1=O	4	4	1.5	0.9	-5	1	0.61	1	-2
16	O=C(Cc1ccccc1)N1CCN(C/C=C/c2ccccc2)CC1	28	41	1.3	1.1	-20	0.7	0.07	0.6	-2
17	O=c1[nH]c(=O)n(C2CCCCC2)c(O)c1C=NCCCn1ccnc1	61*	50*	1.1	1.1	-14	0.4	0.07	0.5	2
18	Clc1cccc(C2NCCc3[nH]cnc32)c1 (configuration not stated)	-2	0	0.8	x	x	1	0.55	1	x
19	Cc1ccc(C)c(NC2=NCCCS2)c1	7	-3	0.9	1	-25	0.9	0.42	1	1
20	Cc1cc(Br)ccc1N1C(=O)CC(=O)NC1=O	-5	-11	1.2	1	-2	1	0.11	1.1	-4
21	CCOP(=O)(OCC)C(O)c1ccc(OC)c(OC)c1 (configuration not stated)	15	-15	0.9	x	x	0.9	0.05	1.2	x
22	CN1C(=O)C(Cc2ccc3c(c2)OCO3)C(=O)N(C)C1=O	43	12	0.9	1.2	-20	0.6	x	0.9	2
23	Clc1cccc(CN2CCCCC2c2cccnc2)c1 (configuration not stated)	95*	54*	1.7	1.1	30	0.1	-1.6	0.5	-8
24	COc1ccc2c(c1OC)C(=O)OC2c1c(O)n(C2CCCCC2)c(=O)[nH]c1=O (configuration not stated)	6	69*	1.3	1.1	-21	0.9	0	0.3	-1
25	CC1(C)CC(n2[nH]c(=O)c3c2NC(=O)CSC3c2ccc(F)cc2)CCO1 (configuration not stated)	11	7	0.9	1.1	10	0.9	0.04	0.9	3
26	O=C1NC(=O)[C@]2(Cc3ccccc3N3CCN(c4ccccc4)CC32)C(=O)N1Cc1ccccc1 (some centres not stated)	71*	91*	1.5	1.1	7	0.3	-0.16	0.1	23
27	O=c1c2ccccc2nc(-c2ccccc2)n1-c1ccncc1	21	8	1.1	x	-3	0.8	-0.83	0.9	0
28	CN(C)C1=C(C#N)C(c2ccccc2)=NP(N(C)C)(N(C)C)=N1	3	15	1	1.2	-3	1	-1.4	0.9	2
29	O=[N+]([O-])c1ccccc1CNCCc1ccc(F)cc1	86*	-3	0.9	x	0	0.1	-0.22	1	2
30	CCC(CO)Nc1ccc([N+](=O)[O-])c2cccnc12 (configuration not stated)	58*	27	0.6	x	3	0.4	-2.3	0.7	7
31	CCN(CC)c1ccc(N=Cc2c(O)n(-c3ccc(Cl)cc3)c(=O)[nH]c2=O)cc1	-10	-4	1.1	x	-11	1.1	-1.3	1	8
32	O/N=C1/C(=C\c2ccccc2)N2CCC1CC2	83*	35	0.8	1	2	0.2	-0.85	0.7	-5
33	c1cncc(C2CC(c3cccs3)n3ncnc3N2)c1 (configuration not stated)	12	-2	1	1.2	-16	0.9	0.03	1	-3
34	O=C(NCc1ccc(C(=O)N2CCC3(CC2)OCCO3)cc1)c1ccc2c(c1)OCO2	3	3	1	1.1	x	1	1.1	1	x
35	C[N+]12CCC(CC1)C(C(O)(c1ccccc1)c1cccs1)C2 (configuration not stated)	-6	-4	0.8	x	2	1.1	0.12	1	-2
36	CC(C)OCCCNC(=O)c1c(N)n(Cc2cccs2)c2nc3ccccc3nc12	14	91*	1.5	1.2	1	0.9	-0.32	0.1	4
37	CCNCC1(c2ccc(OC)c(OC)c2)CCCC1	-4	-4	1.2	1	0	1	-0.86	1	-3
38	CC(=O)c1cccc(NC2=NCC(C)S2)c1 (configuration not stated)	36	9	0.9	1.2	3	0.6	x	0.9	5
39	O=C(Cc1ccccc1)N1CCN(CC2CC=CCC2)CC1 (configuration not stated)	48	5	1.2	1.1	14	0.5	-0.05	0.9	-1
40	COC(=O)C(O)(c1ccc(NC(=O)c2ccco2)c(OC)c1)C(F)(F)F (configuration not stated)	39	76*	1.2	1.1	-2	0.6	0.11	0.2	7
41	C=CCn1c(O)c(C(C)=NCCN2CCOCC2)c(=O)[nH]c1=O	-14	-14	1.1	1.2	2	1.1	1.9	1.1	0
42	Cc1ccc(-n2c(O)c(C=Nc3ccc(S(=O)(=O)N(C)C)cc3)c(=O)[nH]c2=O)cc1	-9	-2	0.9	x	-31	1.1	0.16	1	-3
43	CCOP(=O)(OCC)C(C)(C)NC(=O)C(Cl)(Cl)Cl	37	4	1.1	1.1	x	0.6	-0.32	1	x
44	Cc1ccc2nc(N3CCN(C)CC3)[nH]c2c1	8	7	0.9	1.4	-20	0.9	-0.1	0.9	8
45	CC(C)C12CN3CCN(CC(C3)C1O)C2 (configuration not stated)	-15	-4	0.8	1.1	-5	1.1	0.51	1	0
46	COc1cc2c(C(=O)N3CCN(C)CC3)c(C)n(C)c2cc1Br	23	-10	1.2	1	-2	0.8	-0.11	1.1	-1
47	O=C(O)C1CSC(c2cccnc2)N1 (configuration not stated)	-11	-17	1.3	1.3	1	1.1	-0.39	1.2	-3
48	CC12CN3CC(C)(CN(C1)C3c1ccncc1)C2=O (configuration not stated)	7	-5	1	1.1	6	0.9	0.03	1.1	-1
49	CN1C(=O)N(C)C(=O)C2(Cc3ccccc3N3CCOCC32)C1=O (configuration not stated)	98*	-2	1	1.2	x	0	0.59	1	x
50	COc1ccccc1/C=C1/C(=N/O)C2CCN1CC2	91*	-5	0.9	1.1	-7	0.1	0.48	1	-3
51	O=C(CCCOc1ccc(Cl)cc1Cl)N1CCC2(CC1)OCCO2	74*	45	1.4	1.4	-1	0.3	-0.94	0.6	4
52	CCOC(=O)c1c(C)n(Cc2ccc3c(c2)OCO3)c2ccc(O)cc12	25	42	0.9	1.2	16	0.7	-3.3*	0.6	120
53	CNP(=S)(NC)OCCOc1ccc(OC)cc1	84*	47	0.9	1.2	11	0.2	0.34	0.5	8
54	CCCCOC(=O)COc1cc(C)cc2oc(=O)c3c(c12)CCC3	40	46	1	1.3	-1	0.6	0.93	0.5	2
55	CCC(=NC1CCN(Cc2ccccc2)CC1)c1c(O)[nH]c(=O)[nH]c1=O	-2	-2	1.5	1	1	1	0.07	1	-2
56	CC1(C)CN=C(Nc2nc3ccccc3s2)S1	30	31	1.1	1.1	-20	0.7	-0.41	0.7	-5
57	CCCNS(=O)(=O)c1ccc(OCC(=O)N2CCN(Cc3ccc4c(c3)OCO4)CC2)cc1	15	14	1.6	1.2	36	0.9	1.6	0.9	-2
58	COCCNC(=O)c1c(NC(=O)c2ccco2)n(Cc2ccccc2)c2nc3ccccc3nc12	38	76*	1.7	1.1	8	0.6	-1.5	0.2	5
59	O=C(c1cc2ccccn2n1)N1CCC2(CC1)OCCO2	44	20	1	1.1	-19	0.6	1.4	0.8	1
60	CCOC(=O)CN1C(=O)C2(C(C#N)=C(N)Oc3ccccc32)C(C(=O)OC)=C1C (configuration not stated)	16	-4	1.1	x	-6	0.8	2.1	1	0

Quoted at random: four compounds from above.
#	Structure	CYP2C19 inh	CYP2C9 inh	PLAP act	MT1-MMP txn act	CD11b adhes inh	CYP2C19 act	Pyk2 oligo antag	CYP2C9 activ	Mac1 fbg enh
54	CCCCOC(=O)COc1cc(C)cc2oc(=O)c3c(c12)CCC3	40	46	1	1.3	-1	0.6	0.93	0.5	2
57	CCCNS(=O)(=O)c1ccc(OCC(=O)N2CCN(Cc3ccc4c(c3)OCO4)CC2)cc1	15	14	1.6	1.2	36	0.9	1.6	0.9	-2
47	O=C(O)C1CSC(c2cccnc2)N1 (configuration not stated)	-11	-17	1.3	1.3	1	1.1	-0.39	1.2	-3
60	CCOC(=O)CN1C(=O)C2(C(C#N)=C(N)Oc3ccccc32)C(C(=O)OC)=C1C (configuration not stated)	16	-4	1.1	x	-6	0.8	2.1	1	0

Further records.
#	Structure	CYP2C19 inh	CYP2C9 inh	PLAP act	MT1-MMP txn act	CD11b adhes inh	CYP2C19 act	Pyk2 oligo antag	CYP2C9 activ	Mac1 fbg enh
61	CON(C)C(=O)Nc1ccc(Cl)cc1	32	13	0.9	1.1	4	0.7	3.5	0.9	0
62	O=C(c1cccn2c(=O)c3cc(Cl)ccc3nc12)N1CCC2(CC1)OCCO2	12	28	1.3	1.1	20	0.9	1.3	0.7	2
63	CCCCOCCCn1c(N)c(C(=O)OCCOC)c2nc3ccccc3nc21	38	52*	1.4	1	2	0.6	-1.8	0.5	-4
64	Cn1c(=O)cc(OCC(=O)N2CCN(Cc3ccc4c(c3)OCO4)CC2)c2ccccc21	55*	72*	1.5	x	-9	0.5	2.7	0.3	-3
65	CNCCc1c(C)n[nH]c1C	-4	-5	1.1	1.1	-10	1	-0.37	1	-3
66	CCOC(=O)C(C)(CC)NC(=O)CSP(=S)(OCC)OCC (configuration not stated)	98*	91*	1	1.2	-4	0	0.51	0.1	0
67	COc1cccc(CNC2CN3CCC2CC3)c1OC (configuration not stated)	-11	-1	1	1.2	-12	1.1	0.41	1	-4
68	O=C(COc1ccc(Br)cc1)N1CCN(Cc2c[nH]c3ccccc23)CC1	86*	89*	1.4	1.3	-6	0.1	-0.05	0.1	-2
69	CCC(C)OC(=O)c1c(N)n(Cc2cccs2)c2nc3ccccc3nc12 (configuration not stated)	10	14	1	1.2	1	0.9	-1.6	0.9	-4

Full records from above. Values in the order: CYP2C19 inh	CYP2C9 inh	PLAP act	MT1-MMP txn act	CD11b adhes inh	CYP2C19 act	Pyk2 oligo antag	CYP2C9 activ	Mac1 fbg enh
`Cn1c(=O)cc(OCC(=O)N2CCN(Cc3ccc4c(c3)OCO4)CC2)c2ccccc21` is entered as 55*	72*	1.5	x	-9	0.5	2.7	0.3	-3
`CCOC(=O)C(C)(CC)NC(=O)CSP(=S)(OCC)OCC` (configuration not stated) is entered as 98*	91*	1	1.2	-4	0	0.51	0.1	0
